AHR act – human AHR activation. AHR-responsive luciferase reporter cells, luminescence. actives 2.5% (n = 320,000). activation, % at 5 µM; in the data active = activation above about 47%;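 also: 0% = vehicle wells and 100% = reference agonist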
Target sequence (P35869 whole entry, looked up): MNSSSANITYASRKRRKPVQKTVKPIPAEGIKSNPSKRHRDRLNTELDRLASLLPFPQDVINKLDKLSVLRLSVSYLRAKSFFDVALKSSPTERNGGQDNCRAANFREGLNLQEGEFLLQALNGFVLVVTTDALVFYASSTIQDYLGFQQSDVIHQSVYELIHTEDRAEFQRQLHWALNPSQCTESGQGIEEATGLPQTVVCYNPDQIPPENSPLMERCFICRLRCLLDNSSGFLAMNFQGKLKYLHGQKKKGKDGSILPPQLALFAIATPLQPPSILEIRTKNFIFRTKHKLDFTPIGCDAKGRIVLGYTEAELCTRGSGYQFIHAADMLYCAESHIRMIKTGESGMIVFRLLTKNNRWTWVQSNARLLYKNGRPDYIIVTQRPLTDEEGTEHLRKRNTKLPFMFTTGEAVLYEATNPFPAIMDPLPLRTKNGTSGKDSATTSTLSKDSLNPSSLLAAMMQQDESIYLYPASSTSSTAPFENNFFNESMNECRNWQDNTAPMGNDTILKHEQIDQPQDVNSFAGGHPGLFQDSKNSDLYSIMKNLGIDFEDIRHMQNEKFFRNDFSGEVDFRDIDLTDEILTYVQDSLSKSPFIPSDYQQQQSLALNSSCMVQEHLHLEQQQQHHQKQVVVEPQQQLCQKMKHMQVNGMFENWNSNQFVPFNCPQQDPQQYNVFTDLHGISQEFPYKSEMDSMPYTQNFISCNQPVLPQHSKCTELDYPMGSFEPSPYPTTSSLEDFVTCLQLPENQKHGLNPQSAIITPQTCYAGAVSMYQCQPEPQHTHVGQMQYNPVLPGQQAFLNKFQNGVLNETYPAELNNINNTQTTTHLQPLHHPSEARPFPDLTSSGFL
Efflux pump mplx – blocks antifungal efflux pumps in multiplex yeast assay. S. cerevisiae Candida pump triplex, Nile Red efflux. inhibition, % at 10 µM. AID 485275. actives 0.44% (n = 330,000);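 active = plate passing quality check with inhibition over a set limit, or well fluorescence over plate mean plus 4 SD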;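 also: Nile Red retained in pooled yeast measured as flow cytometry median fluorescence; 0% = buffer negative control and 100% = Enniatin B positive control; higher means more Nile Red kept so more efflux inhibition; some compounds called inactive have numbers as strong as hits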
RPL19A TOR yeast – alters RPL19A-GFP fluorescence in TOR pathway yeast screen. AID 2025. percent response vs DMSO, % at 10 µM. S. cerevisiae RPL19A-GFP strain, flow cytometry, 3 h; active compounds read low. actives 0.3% (n = 330,000);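 active = percent response vs DMSO below 50%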;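 also: median channel GFP fluorescence of the barcoded RPL19A-GFP strain; ratio of sample median GFP to plate DMSO average so 100% = DMSO; lower means less RPL19A-GFP as with rapamycin TOR inhibition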
LAP4 TOR yeast – yeast TOR pathway LAP4-GFP modulation | GFP response vs DMSO, % at 10 µM | S. cerevisiae LAP4-GFP multiplex, flow cytometry GFP, 3 h; median GFP as percent of DMSO wells | AID 2023 | actives 0.34% (n = 320,000);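 active = GFP response vs DMSO above a set limit, about the screen mean plus 3 SD, cut at about 150% in these data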
AGP1 TOR yeast – alters AGP1-GFP fluorescence in TOR pathway yeast screen | AID 2066 | actives 0.02% (n = 320,000) | S. cerevisiae AGP1-GFP multiplex flow cytometry, 3 h; GFP as percent of DMSO wells | GFP response vs DMSO, % at 10 µM;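 active = GFP response relative to DMSO above a set limit, near screen average plus 3 SD, cut at about 150% in these data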;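 also: median GFP channel fluorescence of the gated AGP1 strain per well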
MEP2-GFP yeast – alters MEP2-GFP fluorescence in TOR pathway yeast screen; S. cerevisiae MEP2-GFP strain, flow cytometry GFP, 3 h; 100% = DMSO control level; GFP response vs DMSO, % at 10 µM; actives 0.51% (n = 330,000); AID 2016;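 active = GFP response versus DMSO above a set limit, roughly screen mean plus 3 SD, cut at about 180% in these data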;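 also: median GFP fluorescence of the barcode-gated MEP2-GFP cells per well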
CIT2 TOR yeast – alters CIT2-GFP fluorescence in TOR pathway yeast screen | S. cerevisiae CIT2-GFP strain, flow cytometry, 3 h; 100 means same as DMSO wells | actives 0.065% (n = 320,000) | AID 2029 | GFP response vs DMSO, % at 10 µM;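 active = GFP response relative to DMSO above a set limit, near the screen mean plus 3 SD, cut at about 150% in these data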;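 also: ratio of well median GFP fluorescence to mean of DMSO wells on the plate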
CR mimetic SO – caloric restriction mimetics inhibiting age-related superoxide in yeast. S. cerevisiae aged cells, superoxide DHE fluorescence; active compounds read low. actives 0.18% (n = 330,000). superoxide response (% of plate mean), % at 10 µM. AID 2690;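 active = superoxide response under a set limit, about three screen SD below normal, cut at about 65% in these data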;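 also: yeast aged for seven days with compound at 30 °C before DHE staining; 100% = average MFI of all compound-treated wells on the plate with controls excluded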
Numbers without * were called inactive; nt = not tested or not shown.

SMILES	AHR act	Efflux pump mplx	RPL19A TOR yeast	LAP4 TOR yeast	AGP1 TOR yeast	MEP2-GFP yeast	CIT2 TOR yeast	CR mimetic SO
COC(=O)c1ccc(NC(=S)Nc2ccccn2)cc1	-1	0.0	100	103	99	115	102	108
COc1ccc(C2C(C(=O)OCC(=O)N3CCCCC3)CCC(=O)N2c2ccc(OC)cc2)cc1 (configuration not stated)	-1	0.0	97	106	106	106	105	88
Cc1ccc(NC(=O)c2snc3ccc(Cl)cc23)cc1C	21	-0.2	104	91	100	103	101	115
COCCCNC(=O)CN(c1cccc(Cl)c1)S(C)(=O)=O	1	0.1	96	100	102	103	93	119
CCCCn1c(CN2CCN(CCO)CC2)nc2ccccc21	-2	-0.1	103	115	108	125	94	97
COCCNC(=O)/C(C#N)=C/c1cc(C)n(-c2ccc(C)cc2)c1C	19	-0.1	96	111	106	101	94	78
CC(=O)NC(C)c1cc(Cl)c2ccccc2c1O (configuration not stated)	24	-0.4	99	100	96	86	100	100
CCn1c(SCC(=O)Nc2sccc2C(N)=O)nnc1C1CC1	2	-0.1	90	87	89	97	87	94
O=C(NC1CCCCC1)C(c1cccnc1)N(C(=O)CCl)c1cccc(Cl)c1 (configuration not stated)	1	0.1	102	98	97	102	92	92
CC(=O)Nc1ccc(NC(=O)COC(=O)c2cnccn2)cc1	2	-0.1	102	105	105	111	107	79
O=C(O)CCSc1ccc([N+](=O)[O-])cc1[N+](=O)[O-]	2	0.1	85	88	91	94	nt	115
CCN(Cc1ccccc1)C(=O)COC(=O)c1c(C)nsc1NC	1	0.0	99	105	105	107	99	95
N#CC1(c2ccccc2)CCC(=O)N1Cc1ccccc1 (configuration not stated)	0	-0.1	106	113	111	99	100	95
CCCN(CC(=O)Nc1ccccc1OC)C(=O)c1cccc(S(=O)(=O)NCc2ccccc2)c1	3	-0.2	91	101	102	94	92	100
Clc1ccc(/C=N\Nc2ccccc2)cc1	14	-0.2	96	104	106	96	102	83
Cc1ccc(CSc2nncn2-c2ccccn2)cc1	13	0.0	93	95	94	94	91	97
CCOC(=O)c1ccc(S(=O)(=O)NC2CCC(C)CC2)cc1 (configuration not stated)	1	-0.2	96	104	93	97	98	93
O=C(O)c1cc(S(=O)(=O)N2CCCC2)ccc1Br	-1	-0.1	93	89	95	99	95	109
COc1ccc(C)cc1NC(=O)CN1C(=O)COc2ccc(S(=O)(=O)N3CCC(C)CC3)cc21	3	0.0	108	106	110	103	114	96
O=C(CSc1ncc(-c2ccccc2)n1C1CCCC1)N1CCc2ccccc21	16	0.2	98	97	98	103	92	105
O=C1NC(NS(=O)(=O)c2ccc(Cl)cc2)(C(F)(F)F)C(=O)N1Cc1cccnc1 (configuration not stated)	1	-0.2	97	96	99	100	97	91
Cc1cccc(OCC(=O)Nc2ccc3oc(=O)ccc3c2)c1	-10	0.1	100	103	93	102	96	101
O=C(NCCc1ccc(Cl)cc1)c1ccc2[nH]c(=O)c(=O)[nH]c2c1	9	0.0	91	89	92	86	86	112
Cn1c(C(=O)NCC2CCCO2)cc2c(=O)[nH]c3ccccc3c21 (configuration not stated)	12	-0.2	99	102	106	101	97	124
CCOC(=O)N1CCN(C(=O)c2ccc3c(SCC(=O)O)c4c(nc3c2)CCCC4)CC1	-1	0.0	93	105	97	92	92	95
Continued:
SMILES	AHR act	Efflux pump mplx	RPL19A TOR yeast	LAP4 TOR yeast	AGP1 TOR yeast	MEP2-GFP yeast	CIT2 TOR yeast	CR mimetic SO
COc1ccc(-c2cc(=Nc3ccc(C)cc3)c3ccccc3o2)cc1	-10	0.1	100	104	nt	101	97	90
COc1ccc(CCNC(=O)Cn2nnc3ccccc3c2=O)cc1	0	0.2	99	91	98	104	102	86
COCCN(C(=O)COC(=O)c1ccc(C)o1)c1c(N)n(Cc2ccccc2)c(=O)[nH]c1=O	37	-0.2	100	110	113	94	103	91
CCCCC(=O)NCc1ccc(F)cc1	3	1.2	103	90	96	102	102	111
COc1ccccc1NC(=S)N1CCN(c2ccccc2F)CC1	nt	0.1	107	97	96	110	101	105
Cc1c(C(=O)N2CC3(CC(c4cccc(NC(=O)[C@H]5CCC(=O)N5)c4)=NO3)C[C@@H]2C(N)=O)cc([N+](=O)[O-])cc1[N+](=O)[O-] (some centres not stated)	0	0.1	105	94	103	103	104	112
O=C(NC(=S)Nc1ccc(S(=O)(=O)Nc2nccs2)cc1)c1cccnc1	-1	0.0	96	105	105	104	104	109
CCC(CO)(CO)N(CC(=O)Nc1ccc(OC)cc1)CC(=O)Nc1ccc(OC)cc1	3	-0.1	106	92	104	108	111	89
CC1=C/C(=N\NC(=O)c2ccccc2)CC1	0	0.3	103	94	102	107	108	104
COc1ccccc1C(=O)NCC(=O)N1CCN(S(=O)(=O)c2ccc3c(c2)OCCO3)CC1	7	-0.1	101	102	110	105	106	107
O=C(O)c1cc(-c2ccncc2)nc2ccc(S(=O)(=O)N3CCOCC3)cc12	3	0.0	106	107	nt	108	101	98
O=C(COc1ccc(Cl)cc1)Nc1ccccc1Cl	0	0.2	105	87	91	98	96	91
CC1(C)COC2(OC1)C(=O)N(CN1CCOCC1)c1ccccc12	0	0.0	96	104	nt	99	102	111
Cc1c(N2C(=O)CSC2c2ccc([N+](=O)[O-])cc2)c(=O)n(-c2ccccc2)n1C (configuration not stated)	-1	-0.2	102	109	101	112	102	90
Cc1ccc2nc(N3CCN(C)CC3)c(C#N)cc2c1	11	0.0	100	104	nt	103	99	97
C=CCNc1nnc(Cc2ccc(F)cc2)c(=O)[nH]1	0	-0.1	99	102	105	99	97	98
C=CCn1c(=S)[nH]c2cc(C(=O)Nc3ccc(F)cc3)ccc2c1=O	-6	-0.2	107	103	108	112	112	100
S=C(c1ccc(-c2ccc(Cl)cc2)o1)N1CCCCC1	6	-0.3	97	107	105	104	104	96
O=S(=O)(Nc1nc2ccccc2nc1-[n+]1cccc(N=C([O-])c2ccccc2Cl)c1)c1ccccc1	0	0.2	102	107	101	112	107	92
O=C(Nc1ccccc1)c1ccccc1N=Cc1ccccc1O	4	-0.4	96	88	91	101	95	99
O=C(CN1CCN(S(=O)(=O)c2ccc(C(F)(F)F)cc2)CC1)N1CCNC1=O	1	-0.1	94	89	89	93	91	116
CN(Cc1ccon1)C(=O)CC1C(=O)NCCN1CC(C)(C)C (configuration not stated)	-2	-0.2	98	102	103	101	101	108
Cc1cc(=O)oc2c3c(cc(OCC(=O)NCCCn4ccnc4)c12)OC(C)(C)CC3	4	0.3	98	100	100	114	98	116
O=C(NNc1cc(Cl)ccc1Cl)c1cccnc1Cl	4	-0.2	98	93	102	96	107	98
COc1ccc(-c2c(NC(=O)c3ccco3)oc3c(C)cccc3c2=O)cc1OC	3	0.1	99	99	103	103	105	94
Additional results follow.
SMILES	AHR act	Efflux pump mplx	RPL19A TOR yeast	LAP4 TOR yeast	AGP1 TOR yeast	MEP2-GFP yeast	CIT2 TOR yeast	CR mimetic SO
C=C(C)Cn1c(CCCNC(=O)CC)nc2ccccc21	1	-0.1	97	93	106	105	101	92
CCn1c(CSc2nc3ccccc3n2C)nc2ccccc21	0	-0.2	99	106	101	99	106	98
O=C(/C=C/c1cccc([N+](=O)[O-])c1)Nc1cccc(NC(=O)c2ccco2)c1	31	0.0	96	97	97	98	92	99
COc1ccccc1NS(=O)(=O)c1ccc(C)c(C(=O)NCc2cccnc2)c1	1	0.0	95	90	95	95	93	100
Cc1ccc(NC(=O)c2nc[nH]c2C(=O)NC2CCN(C(=O)OC(C)(C)C)CC2)cc1	0	0.1	98	103	100	93	102	122
O=C(Nc1ccccc1)NC1CCN(Cc2nnnn2C2CCCCC2)CC1	-1	0.2	106	108	114	116	117	106
O=C(CCS(=O)(=O)Cc1ccccc1)NCc1ccco1	0	-0.1	92	82	92	89	nt	104
NC(=O)c1cnn2c(C(F)(F)F)cc(-c3ccc(F)cc3)nc12	25	-0.1	102	100	100	99	97	100
Cc1ccc(CN2C(=O)c3ccccc3NC2c2cc(Br)ccc2O)cc1 (configuration not stated)	3	0.0	105	91	102	104	99	100
Cc1cc(C)nc(N2CCC(C(=O)NCCc3ccc(F)cc3)CC2)n1	-2	-0.5	99	101	105	100	105	81
C=COC(=O)CSc1snc(SCC(=O)OC)c1C#N	3	0.0	107	98	105	96	101	108
CC(C)(C)NC(=O)C(c1ccc(Cl)cc1)N(Cc1ccco1)C(=O)CCl (configuration not stated)	3	-0.1	107	98	105	109	105	105
COC(=O)C1=C(C)N=c2s/c(=C/c3cccs3)c(=O)n2C1c1ccc(F)cc1 (configuration not stated)	-6	-0.1	96	102	102	98	99	122
CCCn1c2ccccc2c2cnn(CC(=O)N3CCN(C4CCCCC4)CC3)c(=O)c21	0	-0.1	102	97	100	102	102	112
CCOc1ccc(Nc2nc(Nc3ccc(O)cc3)nc(C)c2[N+](=O)[O-])cc1	6	-0.1	93	93	98	99	nt	99
Cc1cc2nc3n(c2cc1C)CC1CC(C(=O)NCc2cccc(C(F)(F)F)c2)N(C)C31 (configuration not stated)	-1	0.2	97	95	100	100	97	99
COc1cc(CN2CCC(Oc3cc(C(=O)NC4CC4)ccc3OC)CC2)cc(OC)c1	4	0.1	102	93	97	104	100	77
CCOC(=O)c1ccc(N2C(=O)CC(N3CCOCC3)C2=O)cc1 (configuration not stated)	-1	0.0	100	107	99	109	100	84
Cc1ccc(C(O)(c2ccccc2)c2ccccc2C(C)N(C)C)c(C)c1 (configuration not stated)	6	-0.1	101	104	107	104	106	88
COc1ccc(N(C(=O)c2ccn[nH]2)C(C(=O)NC(C)(C)C)c2ccc(F)cc2)cc1 (configuration not stated)	3	0.0	100	98	95	96	93	109
Cc1cc(-c2ccc(Cl)cc2)n2nc(C)cc2n1	17	0.0	100	95	96	105	106	102
CC(C)NC(=O)c1onc(CSc2ccc(F)cc2)c1C(=O)NC(C)C	-1	0.0	103	95	102	99	105	97
O=C(CSCc1cccs1)N1CCCC1	3	-0.1	104	124	104	102	100	91
COc1ccccc1C(=O)Nc1c2c(nn1-c1cccc(C)c1C)CS(=O)C2 (configuration not stated)	-1	0.0	103	100	102	96	104	93
O=C(NC1CCCCC1)c1cc(S(=O)(=O)N2CCN(c3ccccc3)CC2)ccc1Cl	-1	-0.2	99	94	99	103	100	98

3 entries already listed, arranged by their value in MEP2-GFP yeast, rising.
| smiles | AHR act | Efflux pump mplx | RPL19A TOR yeast | LAP4 TOR yeast | AGP1 TOR yeast | MEP2-GFP yeast | CIT2 TOR yeast |
| --- | --- | --- | --- | --- | --- | --- | --- |
| O=C(CSCc1cccs1)N1CCCC1 | 3 | -0.1 | 104 | 124 | 104 | 102 | 100 |
| Cc1ccc(CN2C(=O)c3ccccc3NC2c2cc(Br)ccc2O)cc1 (configuration not stated) | 3 | 0.0 | 105 | 91 | 102 | 104 | 99 |
| CC(C)(C)NC(=O)C(c1ccc(Cl)cc1)N(Cc1ccco1)C(=O)CCl (configuration not stated) | 3 | -0.1 | 107 | 98 | 105 | 109 | 105 |

Continuation.
SMILES	AHR act	Efflux pump mplx	RPL19A TOR yeast	LAP4 TOR yeast	AGP1 TOR yeast	MEP2-GFP yeast	CIT2 TOR yeast	CR mimetic SO
Cc1ccc2nc(SCC(=O)Nc3cc([N+](=O)[O-])ccc3F)[nH]c2c1	40	-0.1	107	95	107	102	113	97
CCOC(=O)C(NC(=O)OC(C)C)(Nc1nccs1)C(F)(F)F (configuration not stated)	1	0.1	104	101	100	98	98	98
O=C1Cc2ccccc2C(=O)N1c1cccc(Cl)c1	1	-0.4	103	99	78	111	68	90
O=C(O)c1cccc(NC(=O)c2ccccc2NC(=O)c2cccc([N+](=O)[O-])c2)c1	2	0.4	103	86	99	100	104	106
CC1CN(S(=O)(=O)c2cccc(C(=O)NCc3ccccn3)c2)CC(C)O1 (configuration not stated)	3	0.2	90	91	92	93	90	109
CCOc1ncccc1C(=O)NCCc1ccc(OC)cc1	-5	0.2	103	100	92	101	101	109
CC(=O)c1cccc(NC(=O)N2CCCCCC2)c1	11	0.1	107	84	89	100	99	98

From PubChem BioAssay
